# mcGAS RapidFire = blocks mouse cGAS cGAMP production. Q8C6L5. recombinant mouse cGAS, cGAMP by RapidFire MS. inhibition, % at 12.5 µM. hit rate 0.18% among 130,000;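 active = inhibition of cGAS enzyme activity at or above 60%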;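 also: enzyme stimulated by 45 bp dsDNA with ATP and GTP substrates; cGAMP share of summed cGAMP plus half ATP and half GTP signals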
# Target sequence (Q8C6L5 whole entry, looked up): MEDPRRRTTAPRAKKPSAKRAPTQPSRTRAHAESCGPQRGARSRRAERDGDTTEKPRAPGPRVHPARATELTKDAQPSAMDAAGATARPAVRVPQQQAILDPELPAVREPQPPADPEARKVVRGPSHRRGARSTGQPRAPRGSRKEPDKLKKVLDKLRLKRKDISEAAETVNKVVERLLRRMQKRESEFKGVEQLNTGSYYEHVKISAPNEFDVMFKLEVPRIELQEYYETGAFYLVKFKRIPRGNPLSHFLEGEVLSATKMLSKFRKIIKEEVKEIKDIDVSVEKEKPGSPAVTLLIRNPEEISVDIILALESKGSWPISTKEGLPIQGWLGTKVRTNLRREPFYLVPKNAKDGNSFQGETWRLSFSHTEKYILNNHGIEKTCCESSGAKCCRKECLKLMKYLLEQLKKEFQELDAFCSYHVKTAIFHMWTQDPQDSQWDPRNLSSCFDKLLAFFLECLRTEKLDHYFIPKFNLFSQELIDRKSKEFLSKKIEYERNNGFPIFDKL
# An asterisk follows results filed as active; & = joins results of further samples. Not all compounds are listed. The share of hits here may be higher or lower than overall.
No.	Molecule	mcGAS RapidFire
1	O=C(Nc1nccs1)C1CCCN(S(=O)(=O)N2CCCCCC2)C1 (centres undefined)	-9.3
2	CC(C)NC(=O)NCC12CC3CC(CC(C3)C1)C2	14.5
3	Cc1ccsc1C(=O)N1CCC1(C)C(=O)Nc1ccc2nc[nH]c2c1 (centres undefined)	-11.3
4	COc1ccc(NC(=O)N(C)CCN2CCCC2)cc1OC(F)F	-13.9
5	N#CCCN(CCC#N)C(=O)c1ccc([N+](=O)[O-])s1	1.3
6	COC(=O)C1=C(O)/C(=C\c2ccccn2)SC1=Nc1ccccc1OC	-1.3
7	CCN1CCN(c2nc(C)c3c(n2)CC(c2cccs2)CC3=O)CC1 (centres undefined)	-3.2
8	O=C(c1ccccc1Cl)n1sc(=O)c2ccccc21	-4.4
9	C(=Nn1cnnc1)c1nc2ccccc2[nH]1	-9.5
10	c1csc(C2C3CCc4ccccc4C3=Nc3ncnn32)c1 (centres undefined)	-11.5
11	C=CCNc1nc2c(c(=O)[nH]c(=O)n2C)n1CCCCCCCC	-4.9
12	O=C(c1cc(-c2ccc(Cl)cc2)on1)N1CCN(S(=O)(=O)c2ccccc2)CC1	-12.8
13	COC(C)C(=O)Nc1cc(C)nn1-c1cccc(C(F)(F)F)c1 (centres undefined)	-7.1
14	O=C(CN1CCC(Cn2cnc3ccccc32)CC1)Nc1cccc(F)c1	3.9
15	C/C(=C\c1ccco1)CN1CCCC1c1ccccn1 (centres undefined)	-7.1
16	O=S(=O)(NNc1c(F)c(F)c(F)c(F)c1F)c1ccc(Cl)cc1	-3.7
17	O=C(O)c1cccc2c1NC(c1ccc3c(c1)OCO3)C1C3CCC(C3)C21 (centres undefined)	0.4
18	Cc1ccc(NC(=O)c2ccc(CS(C)(=O)=O)cc2)c(Cl)c1	-15.0
19	C[C@]1(Cn2ccnn2)C(C(=O)O)N2C(=O)CC2S1(=O)=O (some centres undefined)	-5.1
20	CCc1ccc(-c2ccc(=O)n(CC(=O)NC3CCCC3)n2)cc1	-10.4

# Reprinted, entries 17–20
No.	Molecule	mcGAS RapidFire
17	O=C(O)c1cccc2c1NC(c1ccc3c(c1)OCO3)C1C3CCC(C3)C21 (centres undefined)	0.4
18	Cc1ccc(NC(=O)c2ccc(CS(C)(=O)=O)cc2)c(Cl)c1	-15.0
19	C[C@]1(Cn2ccnn2)C(C(=O)O)N2C(=O)CC2S1(=O)=O (some centres undefined)	-5.1
20	CCc1ccc(-c2ccc(=O)n(CC(=O)NC3CCCC3)n2)cc1	-10.4

# (further entries)
No.	Molecule	mcGAS RapidFire
21	CC(C)(C(=O)N1CCN(C(=O)c2cccc(OC(F)F)c2)CC1)c1ccccc1	4.1
22	CC(C)c1nc2cc(C(=O)N3CCNC(=O)C3Cc3ccccc3)ccc2o1 (centres undefined)	-7.2
23	CSc1cccc(-n2c(C)ccc2C)c1	-5.0
24	COC(=O)Cn1c(=NC(C)=O)sc2cc(S(C)(=O)=O)ccc21	-5.2
25	CCC1=NOC(C(=O)NCCc2nc3ccccc3c(=O)[nH]2)C1 (centres undefined)	-10.3
26	O=C([C@@H]1CCCN1c1nccc(Nc2ccccc2)n1)N1CC[C@@H](O)C1	0.7
27	O=c1[nH]c(=O)n(C2CCCO2)cc1F (centres undefined)	6.0
28	CCCCN1C(=O)C(NC(=O)CC(C)C)(C(F)(F)F)C2=C1CC(C)(C)CC2=O (centres undefined)	-8.6
29	CC(=O)N1CCN=C1SCc1ccccc1C	-5.3
30	CC(=O)Nc1ccc(NC(C(=O)N2CCCC2)c2ccccc2)cc1Cl (centres undefined)	2.6
31	COc1cc(OC)cc(C(=O)Nc2nc(CN3CC(C)CC(C)C3)cs2)c1 (centres undefined)	4.0
32	CCCCc1oc2ccccc2c1CN(C)S(=O)(=O)N(C)C(C)C	-15.1
33	Cc1cc(C(F)F)n2nc(C(=O)Nc3cc(OCC(F)(F)F)cc([N+](=O)[O-])c3)nc2n1	-6.6
34	CC1=C(C=NNC(=O)C23CC4CC(CC(C4)C2)C3)C(=O)N(C)C(=O)C1C#N (centres undefined)	-14.0
35	COCCNc1nnc(SC2CCc3ccc(F)cc32)s1 (centres undefined)	-7.5
36	CCOc1ccccc1CC(=O)N1C[C@H]2C[C@H](O)[C@H](O)C[C@H]2C1	-23.5
37	N#Cc1cccc(NC(=O)CN(Cc2ccco2)Cc2cccs2)c1	-5.1
38	Cc1ccccc1-c1ccc(=O)n(CC(=O)N2CCCCC2)n1	-7.8
39	COC(=O)c1ccc(S(=O)(=O)NC(C)c2ccccc2Br)cc1 (centres undefined)	2.2
40	O=C(CN1CCN(c2nnc(C3CC3)s2)CC1)N1CCCCCC1	-1.7

# Next section:
No.	Molecule	mcGAS RapidFire
41	CC(C)(C)n1cc(NC(=O)Nc2cccc(F)c2)cn1	4.7
42	CN(CC1CCCCO1)C(=O)COc1ccccc1O (centres undefined)	-6.2
43	C=C(C)Cn1c(=O)c2c(nc3n2CCN3c2cc(C)ccc2C)n(C)c1=O	-6.2
44	COc1ccc(N2CCN(C(=O)c3cn(C4CCCCC4)nn3)C(C)C2)cc1 (centres undefined)	-0.3
45	O=C(NCc1cccc(Cl)c1)C1CCCN(S(=O)(=O)c2ccc(F)cc2)C1 (centres undefined)	2.1
46	C=CCSc1nc2c(c(=O)[nH]1)C(c1ccc(Cl)cc1)C(C(=O)OC(C)C)=C(C)N2 (centres undefined)	-3.2
47	Cc1sc2nc(CN3CCOCC3)nc(Sc3nnc(C4CC4)o3)c2c1C	-6.8
48	CNS(=O)(=O)c1ccc(NC(=O)C2CC3C=CC2C3)cc1 (centres undefined)	-9.3
49	Cc1ccc(C(CCN2CCCC2)Oc2ccc(C(=O)N3CC=CCC3)cc2)o1 (centres undefined)	-9.1
50	O=C1CC(NCc2ccccn2)CN1CCCc1ccccc1 (centres undefined)	-8.4
51	CCc1ncc(C(O)(c2ccccc2)c2ccc(C)cc2)n1C (centres undefined)	-8.0
52	CN1CC2(CCCN(C(=O)c3ccc(Cn4cnnn4)cc3)C2)OC1=O (centres undefined)	-1.6
53	O=C(c1ccc2ccccc2n1)N(CCN1CCCCC1)CC1CCCN(C2CCCC2)C1 (centres undefined)	-11.8&-2.7
54	O=C(Nc1ccc(F)cc1F)c1noc2c1CCC2	16.2
55	Fc1cnc(N2CCN(c3ccccc3)CC2)nc1N1CCN(c2ccccc2)CC1	-13.3&-6.3
56	CCOc1ccc(C2=C(C(C)=O)Sc3nnc(Cc4ccc(OC)cc4)n3N2C(C)=O)cc1	-6.6
57	CCOC(=O)c1c(N)sc(C(=O)Nc2cc(C(F)(F)F)ccc2Cl)c1C	-8.4
58	CC(C)n1nc(C(=O)N2CCc3ccn(C)c3C2)c2ccccc2c1=O	-3.5
59	COCCn1cc(Nc2cnc(C(=O)OC)cn2)cn1	-6.2
60	Cn1cccc(C(=O)NCc2cc(-c3ccc4c(c3)OCO4)on2)c1=O	-8.3

# Continuation.
No.	Molecule	mcGAS RapidFire
61	O=C(Nc1nncs1)C1CCN(C(=O)COc2ccc3c(c2)CCC3)CC1	2.8
62	COc1cccc(-c2nnc(NC(=O)c3ccc(S(=O)(=O)N(C)CC4CCCO4)cc3)o2)c1 (centres undefined)	-5.5
63	Cn1ccnc1C(O)C1CCN(Cc2cc3n(n2)CCCNC3)CC1 (centres undefined)	3.9
64	COc1ccc(CNC(=O)C(=O)Nc2ccc(C)c(F)c2)cc1	-9.5
65	S=C(NCc1ccco1)NC1CCSc2ccccc21 (centres undefined)	-0.4
66	COc1cccc(Cc2nsc(N(C)CC(=O)O)n2)c1	-1.5
67	COc1ccc(-c2noc(CSc3ncccn3)n2)cc1OC	-1.8
68	CCn1nc(C)c(NC(=O)CN2CCN(C(C)=O)CC2)c1C	-24.3
69	CCOC(=O)C1=C(Cn2ncc(Cl)c(Cl)c2=O)NC(=O)NC1C (centres undefined)	-1.4
70	CC(=O)c1cc(CN2CCN(c3nc(-c4ccccc4)nc4c3CCC4)CC2)cs1	-14.5
71	CCOc1ccc(NC(=O)Cc2ccc(C)s2)cc1	-4.2
72	Cc1nn(C)c(Cl)c1CN1CCN2C(=O)CNC(=O)C2C1 (centres undefined)	-6.6
73	CC(NC(=O)NCC(=O)N(C)CCc1ccccn1)c1ccncc1 (centres undefined)	-9.9
74	Cc1cc(S(=O)(=O)N2CCCC2C(=O)NCC(F)(F)F)c(C)s1 (centres undefined)	2.3
75	CC(=O)NC1C(=O)N(Cc2ccccc2OC(C)C)c2ccccc21 (centres undefined)	-18.4
76	CCCc1nc(C)sc1C(=O)Nc1ccc(CP(=O)(OCC)OCC)cc1	-1.3
77	O=C1NC2(Nc3ccccc31)C(=O)Nc1ccccc12 (centres undefined)	-8.2
78	CC1(C)CC(=O)C2(Cc3cc(N)ccc3N3CCCC32)C(=O)C1 (centres undefined)	-9.7
79	O=C(O)c1[nH]ncc1CN1CCC1c1ccc(F)cc1 (centres undefined)	-1.0
80	CN(C)c1ccc(C(CC(=O)O)C(=O)O)cc1 (centres undefined)	-3.5

# Additional records:
No.	Molecule	mcGAS RapidFire
81	Cc1cc(-c2csc(N)n2)c(C)n1CCc1cccs1	-0.2
82	Cc1nc(-c2ccc(-c3cccs3)s2)n(CC(=O)N(C)Cc2ccco2)c1C	-9.2
83	Cc1cccc(-c2ncc(CNCCCc3ccccc3)cn2)c1	-17.3
84	COc1cccc(CN2CCC2(C)C(=O)NCc2cccc3ccccc23)c1OC (centres undefined)	-7.8
85	CCN(C)c1cc(-c2ccnc3[nH]ccc23)ncn1	-13.0
86	Cc1cc(NC(=O)CN2CCN(CC3CCCO3)CC2)ccc1Cl (centres undefined)	-6.9
87	COCc1ccc(CN2CCC(CCC(=O)Nc3cccc(OC)c3)CC2)o1	-3.7
88	Cc1nn(-c2ccccc2)c(N2CCCCC2)c1C=C(C#N)C#N	6.0
89	O=C(NC1CC(=O)N(Cc2cccc(F)c2)C1)C(=O)c1ccco1 (centres undefined)	0.6
90	c1cc(-c2nccn2CCN2CCCCC2)cc(-n2cccn2)c1	-32.7
91	O=C(C=Cc1ccc([N+](=O)[O-])o1)c1ccc(F)cc1	-9.7
92	Cc1nc2sccc2c(=O)n1/N=C\c1ccc(Cl)c(Cl)c1	-10.0
93	C=C(C)Cn1c(SCc2ccc(C)cc2)nc2c1c(=O)n(C)c(=O)n2C	-9.4
94	Cc1nn(C)c(C)c1NC(=O)CSc1nnnn1C(C)(C)C	-29.4
95	CN(C)/C=C1/CCc2c([nH]c3ccccc23)C1=O	-5.3
96	O=C(CSc1nc2c(cnn2CCO)c(=O)[nH]1)N1CCN(c2ccccc2)CC1	-29.9
97	O=C(Cn1cnc2c(nnn2Cc2ccc(F)cc2)c1=O)N1CCCCC1	5.9
98	Cc1cc(C)cc(NC(=O)NCCNc2ccc(Nc3ccccn3)nn2)c1	-12.6
99	CCNC(=O)C1CCN(Cc2nc(-c3ccccc3OCC)oc2C)C1 (centres undefined)	-7.2
100	COc1ccc(-c2csc(C(O)c3cccc(Cl)c3)n2)cn1 (centres undefined)	7.9

# The list continues:
No.	Molecule	mcGAS RapidFire
101	CS(=O)(=O)N(CC(=O)NCCc1ccccc1)c1ccc(Br)cc1Cl	12.1
102	CC(C#N)OC(=O)c1ccc(CNC(=O)OC(C)(C)C)cc1 (centres undefined)	-7.7
103	CN1CCC(N(C)CC(C)(C)NS(=O)(=O)c2ccc(Cl)cc2)CC1	-1.9
104	O=S1(=O)C=CC(N(c2ccccc2)S(=O)(=O)c2ccccc2)C1 (centres undefined)	-5.2
105	O=[N+]([O-])c1ccc2[nH]c(O)c(N=NCc3ccccc3)c2c1	-7.8
106	Cc1ccc(N2CCn3c2nc2c3c(=O)n(C)c(=O)n2C)cc1	0.6
107	COC(=O)c1cc(S(=O)(=O)N(C)c2ccc(S(C)(=O)=O)cc2)ccc1O	-15.2
108	CS(=O)(=O)CCC(NC(=O)OCc1ccccc1)C(=O)N1CCCCCC1 (centres undefined)	-8.0
109	Cc1nc(-c2cccc(NC(=O)N(CC3CCOC3)C3CC3)c2)oc1C (centres undefined)	-2.2
110	CC1(C(=O)O)CCC(C(=O)Nc2ccccc2N)C1(C)C (centres undefined)	-5.7
111	Cc1ccc(C(C)C)c(OCC(=O)N=Nc2c(O)n(C)c3ccccc23)c1	1.0
112	COc1ccnc(Cn2nc(C3CCNCC3)n(-c3ccccc3)c2=O)c1	4.8
113	CCN(CC)CCC(C#N)(C(=O)c1ccccn1)c1ccccc1 (centres undefined)	-4.5
114	CC(=O)NC(c1ccc(F)c(F)c1)c1nc(-c2cnn(C)c2)cs1 (centres undefined)	5.4
115	CCC1=NC2(CCN(C(=O)C(CC)N3Cc4ccccc4C3=O)CC2)C(=O)N1 (centres undefined)	-10.6
116	CC(C)c1ccc(CN2CCCC3(CCN(S(C)(=O)=O)C3)C2)cc1 (centres undefined)	-24.9
117	O=C(CNCc1ccccc1Cn1cccn1)Nc1cnccn1	-0.8
118	COc1ccc(-c2noc(CN3CCC(O)(c4cccc(C(F)(F)F)c4)CC3)n2)cc1	-4.3&-0.8
119	Cn1c(=O)c2c(NC(=O)c3ccccc3Cl)ccnc2n(C)c1=O	-3.0
120	CN1CCN(c2ccc(N3CCC(N4CCCCCC4)CC3)cc2)C1=O	1.6

# New compounds follow.
No.	Molecule	mcGAS RapidFire
121	CCOc1ccc(OCCCOc2ccc(I)cc2)cc1	-6.4
122	CCn1nc(CO)c2c1CCN(Cc1cc3n(n1)CCCNC3)C2	-34.5
123	Cc1cc(C(=O)Nc2ccccc2N2CCCCC2)nn1-c1ccccc1	-14.4
124	CCS(=O)(=O)N1CCCC1C(N)=O (centres undefined)	1.3
125	O=C(c1nc2sccn2c1CN1CCOc2ccccc2C1)N1CCCCCCC1	5.7
126	O=C(CN1CCN(CC(=O)NC2CCCCC2)CC1)NCc1ccccc1	-12.6
127	COc1cccc2cc(-c3nc4ccccc4[nH]3)c(=Nc3ccccc3)oc12	-12.6
128	Cc1cc(C)n2c(C(N)CC(C)C)nnc2n1 (centres undefined)	-6.6
129	COc1cccc(C2=NN(C(C)=O)C(C(=O)NC(C)CCCC(C)(C)O)O2)c1 (centres undefined)	-13.5
130	Cc1cnc(NCc2ccc(C(=O)N(C)C)o2)nc1N(C)C	-14.3
131	NC1=NC(=O)C(=Cc2ccc3ncccc3c2)S1	0.2
132	COc1ccccc1OCC1CN(C(=O)COc2cccc(C)c2C)CCO1 (centres undefined)	-3.9
133	O=C(Nc1ccc2c(c1)OCCO2)c1ccc2c(=O)n3c(nc2c1)CCC3	-6.3
134	Cc1ccc(Oc2ccc(NC(=O)C3CC3)cc2)cc1	-10.4

# Assay outcomes: PubChem, Fisher Drug Discovery Resource Center
